miR122 inh: miR-122 inhibition in Huh7 cells; Huh7 miR-122 Renilla luciferase sensor, 48 h; neutral wells = 0, positive control = 100; activation (reporter increase), % at 12.5 µM; 340,000 tested, 0.3% active; AID 602342;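 active means mean replicate activation score at least 90 and every replicate individually at or above 90; inconclusive means only one of the two criteria met; inactive means neither criterion met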;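 further: higher luciferase means less miR-122 activity so hits act as miR-122 inhibitors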
ARNT-TACC3 inh: disruptors of human ARNT/TACC3 interaction; AlphaScreen His-ARNT PAS-B/GST-TACC3 binding, luminescence; TACC3 fragment carries E629A point mutation; inhibition, % at 9.99 µM; 390,000 tested, 0.66% active; Q9Y6A5; AID 623870;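 active means mean inhibition of replicates at least 50% and at least half of replicates each reaching 50%; inconclusive means half or more replicates reach 50% but mean below 50%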;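 further: 0% = complete ARNT plus TACC3 wells and 100% = ARNT alone without TACC3; many hits fall short of the cut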
Statin myotox sup: suppression of simvastatin myotoxicity | C2C12 myotubes + simvastatin, ATP luminescence, 48 h; scaled: DMSO 0, geranylgeraniol control 100 | rescue of ATP level, % at 7.49 µM | 330,000 tested, 0.78% active | AID 602340;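 active means mean ATP rescue above about 67%, or every replicate alone reaching that limit, limit read from the data, passing the limit was not always enough; inconclusive means no clear call, values can overlap the other calls; inactive means mean under the limit and some replicate under it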;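 further: myotubes were challenged with 10 µM simvastatin during compound exposure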
esBAF inh: blocks esBAF chromatin remodeling in mouse ES cells. Bmi1-luciferase knock-in reporter, 24 h; 100% = twice the neutral-well signal. AID 602393. reporter increase, % at 12.5 µM. 350,000 tested, 2% active; in the data active means activation above about 40%; inconclusive means no clear call, values can overlap the other calls;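 further: 0% = median of the plate's neutral control wells and 100% = double that signal; a rise in the Bmi1 reporter signal indicates esBAF inhibition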
ERp5 inh: ERp5 (human) disulfide isomerase inhibition | 350,000 tested, 0.05% active | AID 651711 | Q15084 | ERp5 insulin aggregation, absorbance 650 nm, 90 min | inhibition, % at 9.99 µM;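 active means mean replicate inhibition above about 25%, with every replicate also reaching it, limit read from the data, passing the limit was not always enough; inconclusive means only one of those two criteria met; inactive means neither criterion met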
Target sequence (Q15084 whole entry, looked up): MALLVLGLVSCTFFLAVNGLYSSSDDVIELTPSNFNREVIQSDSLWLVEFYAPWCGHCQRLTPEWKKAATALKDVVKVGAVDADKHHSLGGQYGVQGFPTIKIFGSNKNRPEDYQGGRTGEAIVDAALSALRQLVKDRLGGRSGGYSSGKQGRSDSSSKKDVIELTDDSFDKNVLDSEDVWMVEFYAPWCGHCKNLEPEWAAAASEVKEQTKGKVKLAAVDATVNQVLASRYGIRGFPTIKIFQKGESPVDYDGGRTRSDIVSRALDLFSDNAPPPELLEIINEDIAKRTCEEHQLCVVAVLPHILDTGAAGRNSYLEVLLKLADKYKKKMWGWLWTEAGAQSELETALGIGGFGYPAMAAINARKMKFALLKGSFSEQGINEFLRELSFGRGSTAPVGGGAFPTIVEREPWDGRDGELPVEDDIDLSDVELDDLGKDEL
SIRT5 inh: inhibitors of human sirtuin-5 desuccinylase; 330,000 tested, 1.1% active; inhibition, % at 15 µM; AID 652115; Purified SirT5, succinyl-peptide AMC, trypsin-coupled fluorescence; Q9NXA8; in the data active means inhibition above about 15%; inconclusive means no clear call, values can overlap the other calls
Target sequence (Q9NXA8 whole entry, looked up): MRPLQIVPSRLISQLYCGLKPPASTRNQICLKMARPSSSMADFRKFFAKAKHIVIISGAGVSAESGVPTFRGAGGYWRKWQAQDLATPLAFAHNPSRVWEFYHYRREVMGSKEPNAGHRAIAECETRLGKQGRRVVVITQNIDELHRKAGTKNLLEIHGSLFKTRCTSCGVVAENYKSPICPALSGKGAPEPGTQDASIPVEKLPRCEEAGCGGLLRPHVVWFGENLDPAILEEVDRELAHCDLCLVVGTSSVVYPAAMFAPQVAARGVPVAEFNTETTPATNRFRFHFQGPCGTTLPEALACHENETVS
Cneo AK release: causes C. neoformans cell lysis | AID 651654 | lysis activity, % at 15 µM | adenylate kinase release luminescence, 4 h; normalised: neutral wells 0, clomiphene wells 100 | 360,000 tested, 0.2% active;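 active means mean lysis activity across replicates of at least 80%, whatever share of replicates individually reach that level; inactive means mean lysis activity below 80%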
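Test system: log-phase Cryptococcus neoformans yeast cells. Input: 5 × 10^6 yeast cells/mL. Medium: fresh YPD growth medium. Doses: single dose. Incubation: static 4 h at 37 °C with compound, 1 h detection. Measured by: luminescent adenylate kinase detection reagent. Read-out: signal increase indicating cell lysis. Benchmarks: Clomiphene.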
* marks the source's active call; other numbers are inactive results; ? = inconclusive; nt = no result given; [ ] = remark or other dose.

Values run as follows: miR122 inh	ARNT-TACC3 inh	Statin myotox sup	esBAF inh	ERp5 inh	SIRT5 inh	Cneo AK release
C[C@H]1CN([C@@H](C)CO)C(=O)Cc2cc(NS(=O)(=O)c3ccc(Cl)cc3)ccc2O[C@H]1CN(C)CC1CC1
→ -6[16.7 µM]	2	-23	-6	2	-1	2
CCOC(=O)/C=C/C(=O)Nc1ccc(Oc2ccccc2)cc1
→ nt	-3	nt	nt	1	7	nt
CSCC[C@H](NC(=O)N1CCn2c1nc1ccccc12)C(=O)NCc1ccc(C)cc1
→ -7	-1	-3	-7	-1	1	1
Clc1ccc(COc2ccccc2CNCc2cccnc2)cc1
→ 1	5	-6	4	4	-3	2
C[C@@H]1CN([C@H](C)CO)S(=O)(=O)c2ccc(C#CC3CCCCC3)cc2O[C@H]1CN(C)Cc1cccnc1
→ 5[16.7 µM]	15	-105	-8	5	4	-9
c1cnc2ncc3sccc3c2c1
→ nt	1	nt	nt	2	1	nt
C[C@@H]1CCCCO[C@@H](CN(C)S(=O)(=O)c2ccc(F)cc2)[C@H](C)CN([C@@H](C)CO)C(=O)c2cc(NC(=O)Nc3ccc4c(c3)OCO4)ccc2O1
→ -1[16.7 µM]	22	nt	27	-1	21*	-3
CCCNC(=O)C[C@@H]1CC[C@H]2[C@H](COc3ccc(NC(=O)Nc4ccccc4F)cc3C(=O)N2C)O1
→ ?	-9	-36	-3	-5	-13	0
O=C(CN1C(=O)c2ccccc2S1(=O)=O)NCc1ccc(F)cc1
→ nt	-7	-2	-2	0	-17	-7
COc1ccc(NC(=O)C2CC(=O)N(c3ccccc3F)C2)cc1S(=O)(=O)N1CCCCC1 (stereo not drawn)
→ -2	nt	5	0	8	nt	-6
C/C(=N\NC(=O)C1CC1)c1ccc(C(C)(C)C)cc1
→ nt	nt	nt	nt	12	-7	1
Cc1ccc(-c2c(C(=O)N3CCOCC3)oc(=O)c3ccccc23)cc1
→ nt	2	3	0	2	nt	-2
O=C(CN1C(=O)COc2ccccc21)N1CCN(C2CCCCC2)CC1
→ 1	-1	nt	nt	1	-2	0
O=C(O)C(c1cccs1)C1(O)CCCCC1 (stereo not drawn)
→ -2	-31	4	-6	-5	nt	0
Cc1ccccc1CSCc1nc2ccccc2[nH]1
→ nt	-7	nt	nt	3	-2	nt
Cn1c(=O)[nH]c(=O)c2c1nc(N1CCCCCC1)n2CCSc1nc2ccccc2o1
→ nt	-1	-2	-5	nt	nt	0
O=C(NC(=S)Nc1ccc(Br)c(Cl)c1)C1CC1
→ 6	-3	-26	7	7	0	11
CN(C)c1ccc(C(=O)Nc2cccc(S(=O)(=O)NC3=NCCCCC3)c2)cc1
→ nt	6	4	62*	2	5	-3
CCNC(=O)Nc1cc(S(=O)(=O)Nc2ccc(OC)cc2)ccc1N1CCOCC1
→ nt	nt	-15	-22	3	0	0
CN1CCN(c2ccc(NC(=O)CSc3ccccc3)cc2F)CC1
→ 16	-2	nt	-3	nt	nt	-7

As entered above:
In Cneo AK release, `C/C(=N\NC(=O)C1CC1)c1ccc(C(C)(C)C)cc1` has 1
In ARNT-TACC3 inh, `C[C@@H]1CCCCO[C@@H](CN(C)S(=O)(=O)c2ccc(F)cc2)[C@H](C)CN([C@@H](C)CO)C(=O)c2cc(NC(=O)Nc3ccc4c(c3)OCO4)ccc2O1` has 22
In SIRT5 inh, `CN(C)c1ccc(C(=O)Nc2cccc(S(=O)(=O)NC3=NCCCCC3)c2)cc1` has 5
In SIRT5 inh, `c1cnc2ncc3sccc3c2c1` has 1
In Statin myotox sup, `C[C@H]1CN([C@@H](C)CO)C(=O)Cc2cc(NS(=O)(=O)c3ccc(Cl)cc3)ccc2O[C@H]1CN(C)CC1CC1` has -23
In ERp5 inh, `CCNC(=O)Nc1cc(S(=O)(=O)Nc2ccc(OC)cc2)ccc1N1CCOCC1` has 3

Returning to the listing, starting four compounds before the break.
Values run as follows: miR122 inh	ARNT-TACC3 inh	Statin myotox sup	esBAF inh	ERp5 inh	SIRT5 inh	Cneo AK release
O=C(NC(=S)Nc1ccc(Br)c(Cl)c1)C1CC1
→ 6	-3	-26	7	7	0	11
CN(C)c1ccc(C(=O)Nc2cccc(S(=O)(=O)NC3=NCCCCC3)c2)cc1
→ nt	6	4	62*	2	5	-3
CCNC(=O)Nc1cc(S(=O)(=O)Nc2ccc(OC)cc2)ccc1N1CCOCC1
→ nt	nt	-15	-22	3	0	0
CN1CCN(c2ccc(NC(=O)CSc3ccccc3)cc2F)CC1
→ 16	-2	nt	-3	nt	nt	-7
COC(=O)c1ccc(Nc2cc(C)nc3ccccc23)cc1
→ 7	-4	nt	nt	1	3	2
N#CCCN(/N=C/c1cccnc1)C1=NS(=O)(=O)c2ccccc21
→ nt	3	nt	nt	-1	4	nt
Cc1nn(-c2ccccc2)c2sc(C(=O)OCn3nnc4ccccc4c3=O)cc12
→ -3	-7	nt	nt	0	17*	-3
CCOc1ccccc1OCCCC(=O)N1CCN(S(=O)(=O)c2ccc(C)cc2C)CC1
→ nt	nt	-32	11	3	5	nt
O=C(COC(=O)c1ccc(O)cc1)NCCc1c[nH]c2ccccc12
→ 1	nt	4	-9	5	-2	0
COc1ccc(S(=O)(=O)Nc2ccc3c(c2)CC(=O)N([C@H](C)CO)C[C@H](C)[C@@H](CN(C)Cc2ccc(Cl)c(Cl)c2)O3)cc1
→ 0[16.7 µM]	-4	201*	17	-7	0	1
O=C(Nc1ccccc1F)C(=O)Nc1cccc2ccccc12
→ -2	1	-8	62*	1	-2	0
COc1ccc(-n2nc(C(=O)NCC(=O)O)c3ccccc3c2=O)cc1
→ 0	1	0	-2	2	0	-1
CC(=O)Nc1ccc(C(=O)OCc2ccc(F)cc2)cc1
→ -7	0	nt	nt	1	1	nt
CN1CCC(OC(=O)COc2ccc(Br)cc2)CC1
→ nt	4	nt	nt	1	0	nt
CNC[C@@H]1Oc2c(NC(=O)c3ccc(-c4nccs4)cc3)cccc2C(=O)N([C@H](C)CO)C[C@@H]1C
→ -4[16.7 µM]	-3	1	-6	-10	5	0
COc1ccc(C(=O)c2c(NC(C)=O)sc3c2CCN(C(=O)OC(C)(C)C)C3)cc1
→ -4	13	18	-1	-3	-1	0
CCNC(=O)C[C@@H]1CC[C@@H]2[C@@H](COc3ccc(NC(=O)Nc4ccc(Cl)cc4)cc3C(=O)N2C)O1
→ -7[16.7 µM]	2	6	0	3	1	-1
COc1ccc(NC(=O)N[C@@H]2CC[C@@H](CCNS(=O)(=O)c3cccc(Cl)c3)O[C@H]2CO)cc1
→ nt	nt	-8	4	8	3	-2
CCOc1ccc(N2CC(C(=O)NC3CCSC3=O)CC2=O)cc1 (stereo not drawn)
→ 0	-5	10	0	1	1	-6
O=C(C[n+]1ccccc1)N/N=C/c1ccccc1[N+](=O)[O-]
→ -2	nt	nt	nt	-4	0	nt
C[C@@H]1CN([C@@H](C)CO)C(=O)c2cc(/C=C/c3ccccc3)cnc2O[C@H]1CN(C)Cc1ccncc1
→ 5[16.7 µM]	6	4	1	7	-10	0
COc1cc(CNCCc2ccc(S(N)(=O)=O)cc2)ccc1OCC(=O)N1CCCCC1
→ -2	-3	nt	nt	nt	nt	0
Cc1ccc(NC(=O)Cn2cccc2)cc1
→ 9	-2	2	-3	3	-1	nt
Cc1cc(C)nc(Nc2n[nH]c(COc3ccc4ccccc4c3)n2)n1
→ 0	0	-58	1	nt	nt	3
O=C(CC1C(=O)Nc2ccccc2N1CC(=O)N1CCCC1)Nc1ccc(Br)cc1 (stereo not drawn)
→ 11	1	-4	13	3	-7	-2
COCCNC(=O)C[C@H]1C[C@@H]2c3cc(NC(=O)NC4CCCCC4)ccc3O[C@@H]2[C@H](CO)O1
→ 0[16.7 µM]	-15	-4	-3	3	-1	3
COc1ccc(F)cc1C(=O)C1CCCN(Cc2c[nH]c3ccccc23)C1 (stereo not drawn)
→ nt	0	nt	nt	3	-2	nt
COc1ccc(C(O)(c2ccccc2)C(C(=O)O)c2ccccc2)cc1 (stereo not drawn)
→ nt	-58	4	14	1	-2	-1
O=C(NCc1ccc2c(c1)OCO2)c1ccc(NS(=O)(=O)c2ccc3c(c2)OCCO3)cc1
→ 2	32	3	-2	4	-6	3
CO[C@H]1CN(C)C(=O)c2ccc(NC(=O)C3CCOCC3)cc2OC[C@@H](C)N(Cc2cccnc2)C[C@@H]1C
→ nt	-5	0	2	4	nt	0
CC(C=Cc1ccccc1)=NNS(=O)(=O)c1ccc([N+](=O)[O-])cc1
→ 1	-1	-3	-2	3	1	0
COc1ccc(OC)c(S(=O)(=O)N2CCCC(C(=O)N3CCCCCC3)C2)c1 (stereo not drawn)
→ nt	-3	nt	nt	5	-6	-5
Cc1noc(C)c1NC(=O)Nc1ccc2c(c1)C(=O)N([C@H](C)CO)C[C@H](C)[C@@H](CN(C)S(=O)(=O)c1ccc(Cl)cc1)OCCCC[C@H](C)O2
→ 4[16.7 µM]	-5	nt	-3	-3	7	-1
CCOC(=O)C(Cc1ccccc1)NC(=O)CCCC(=O)c1ccccc1 (stereo not drawn)
→ -1	-9	-7	3	-1	-5	-3
CC(C)CNc1nc(Oc2ccc(=O)[nH]n2)nc(N(C)C)n1
→ -3	-7	-55	-5	nt	nt	-1
O=C(Cc1ccc(Br)cc1)N1CCN(c2ccccc2)CC1
→ 0	0	nt	16	nt	nt	2
O=c1c2cn[nH]c2[nH]c(=S)n1-c1ccccc1F
→ -5	-3	2	1	nt	nt	-8
S=C1NC2=C(CCCC2=C2SCCCS2)C(c2ccccc2)N1 (stereo not drawn)
→ nt	1	nt	nt	-5	0	nt
O=C(O)c1cccc(Oc2ccc([N+](=O)[O-])cc2)c1
→ -3	-10	nt	nt	nt	nt	2
C[C@H](CO)N1C[C@H](C)[C@H](CN(C)Cc2ccncc2)Oc2cc(-c3cncnc3)ccc2S1(=O)=O
→ -8[16.7 µM]	-10	-12	0	7	-1	-3
Cc1ccc(OCCCC(=O)Nc2ccc3c(c2)OCCO3)cc1
→ 4	0	-3	-13	8	-1	-1
Cc1ccc(S(=O)(=O)c2c[nH]c3ccc(Cl)cc3c2=O)cc1
→ nt	1	nt	nt	5	2	nt
CC(=O)Nc1ccc(S(=O)(=O)NCCC(=O)Nc2cc(C)ccn2)cc1
→ nt	-3	nt	nt	0	-8	nt
CCNC(=O)[C@@H]1[C@@H](CO)[C@@H]2Cn3c(ccc(-c4cccc(F)c4)c3=O)[C@H]1N2C(=O)c1ccccn1
→ 4[16.7 µM]	0	-6	-4	9	-7	-3
CCOC(=O)[C@H]1[C@H]2COc3ccc(Cl)cc3[C@@H]2N2C(=O)[C@@H](CO)NC(=O)[C@@]12C
→ nt	1	4	-2	-2	nt	1
O=S(=O)(NCC(c1cccnc1)N1CCOCC1)c1ccc(Cl)cc1 (stereo not drawn)
→ -3	-9	nt	nt	4	-3	0
Cc1ccc2c(c1)N(CCC(=O)NC1CCCCC1C)C(=O)CO2 (stereo not drawn)
→ -3	2	14	-1	4	0	2
O=C(Cn1cncn1)N/N=C/c1cc([N+](=O)[O-])ccc1O
→ -19	64*	nt	nt	4	1	1
Cc1noc(C)c1S(=O)(=O)N(C)C[C@H]1Oc2ccc(NC(=O)NC3CCCCC3)cc2CC(=O)N([C@H](C)CO)C[C@H]1C
→ 2[16.7 µM]	23	-7	7	15	1	-1
Cc1ccc(S(=O)(=O)N2C[C@@H](O)COC[C@H]3O[C@H](CC(=O)NCC4CCCCC4)CC[C@@H]32)cc1
→ 2[16.7 µM]	13	-2	4	3	2	38

Compound activity as filed in PubChem.
